# NPYLR7 ag: mosquito NPYLR7 agonism | HEK293T NPYLR7/Galpha15, GCaMP6s calcium fluorescence | activation, % at 10 µM | 270,000 compounds, 0.15% hits | AID 1259423; in the data active means activation above about 40%;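 further: 0% = vehicle and 100% = reference agonist at the receptor; some compounds past the cut are filed as inactive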
# hcGAS lum: inhibitors of human cGAS; inhibition, % at 12.5 µM; 290,000 compounds, 0.081% hits; recombinant h-cGAS, ATP depletion, Kinase-Glo luminescence; Q8N884;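 further: 0% = vehicle reaction and 100% = reaction without DNA for no activity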
# Target sequence (Q8N884 whole entry, looked up): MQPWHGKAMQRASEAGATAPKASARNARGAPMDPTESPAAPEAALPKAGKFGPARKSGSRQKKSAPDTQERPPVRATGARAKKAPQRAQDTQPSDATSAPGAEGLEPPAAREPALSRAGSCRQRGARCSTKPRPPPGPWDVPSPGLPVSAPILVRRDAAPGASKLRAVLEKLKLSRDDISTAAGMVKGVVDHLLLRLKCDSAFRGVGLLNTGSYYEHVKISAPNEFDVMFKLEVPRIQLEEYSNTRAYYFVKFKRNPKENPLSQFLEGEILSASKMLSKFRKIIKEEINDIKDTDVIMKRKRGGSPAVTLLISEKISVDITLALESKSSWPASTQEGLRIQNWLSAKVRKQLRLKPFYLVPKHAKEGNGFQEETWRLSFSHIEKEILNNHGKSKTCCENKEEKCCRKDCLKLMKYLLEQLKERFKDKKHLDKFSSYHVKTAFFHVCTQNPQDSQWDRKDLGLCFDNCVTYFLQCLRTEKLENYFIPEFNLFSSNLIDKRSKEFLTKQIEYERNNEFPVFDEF
# mcGAS inh: blocks mouse cGAS activity; inhibition, % at 12.5 µM; recombinant cGAS, Kinase-Glo ATP depletion luminescence; 160,000 compounds, 0.15% hits; AID 1259399;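 further: 0% = negative control wells and 100% = reference inhibitor with no enzyme activity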
# An asterisk follows results filed as active; . = not tested or not shown; & = joins results of further samples. Unless noted, no stated cut-off is given here; in the data, active means inhibition above about 40%; inactive means the rest.
SMILES,NPYLR7 ag,hcGAS lum,mcGAS inh
Cc1ccc(-c2nc(CN3CCCCC3CCN3CCCC3=O)c(C)o2)o1 (centres undefined),2,-5,.
Cc1ccc(NC(=O)N2CCn3cccc3C2c2ccncc2)cc1 (centres undefined),12,-5,.
COCC(c1ccnn1C)n1cc(-c2ccc3c(c2)OCCO3)nn1 (centres undefined),13,-7,.
CC1CCCN(C(=O)CN2C(=O)NC3(CCCCC3C)C2=O)C1 (centres undefined),-1,-9,.
CC(C)C(=O)N1CCN(C(=O)C2(N(C)C)CCc3ccccc32)CC1 (centres undefined),4,-13,.
COc1ccc(OCC(=O)Oc2coc(CSc3nccc(C)n3)cc2=O)cc1,-10,-7,-7
Cn1c(=O)c(C2CC(=O)NCc3nc4ccccn4c32)cc2ccccc21 (centres undefined),16,-7,.
CCCc1nn(-c2ccccc2Cl)c(C)c1C(=O)NCC1CCCO1 (centres undefined),3,-3,-5
O=C1C[C@H]2C[C@@H](c3ccccc3)OC[C@]23NC(=NCc2ccccc2)S[C@H]13,5,-2,-8
CC(=O)NCc1ccc(C(=O)Nc2ccccc2Oc2ccccc2)cc1,16,-11,.
Cc1cc(C)c(NC(=O)CN(Cc2cccs2)CC2CCCO2)c(C)c1 (centres undefined),7,-3,-5
CCOC(=O)CCNC(=O)C1=CN2CCN(Cc3cscn3)C(=O)N=C2O1,4,-5,.
CCc1nnc(CNc2ccccc2C(=O)Nc2ccc(Cl)cc2)o1,1,-6,.
CC1C(=O)N(c2ccc(F)c(Cl)c2)CCN1C(=O)c1cccc(F)c1 (centres undefined),-3,-7,-6
CCc1ccccc1-c1ccnc(CO)c1,-1,1,.
COc1ccc(Cl)c2sc(N(CCN(C)C)C(=O)c3cc(C)n(C)n3)nc12,2,-9,-6
CCOCCOc1nc(-c2cccc(C(F)(F)F)c2)n(-c2ccc(NC(=O)COC)cc2)n1,1,-5,-6
CCc1ccc(S(=O)(=O)NCC(c2cccn2C)N2CCc3ccccc3C2)s1 (centres undefined),1,-8,-6
COCCN(CC(=O)N(CCc1c[nH]c2ccccc12)Cc1ccc(C(F)(F)F)cc1)C(=O)N(C)C,-6,-2,-4
CCCn1cc(CNC(=O)COCC2CCCCO2)cn1 (centres undefined),.,-13,-5
CCCNC(=O)C(NC(=O)c1cccc(C)c1)C1CCN(S(=O)(=O)c2ccc(Cl)cc2)CC1 (centres undefined),-11,-2,-1
O=c1c(SCc2ccc(F)cc2)nccn1-c1ccc2c(c1)OCCO2,20,-9,-7
O=C(CCC1CCCC1)N1CCN(c2ncnc3c2nnn3Cc2ccccc2)CC1,-10,-6,-9
Cc1cnc(C)c(-c2cccc3c2OC(CNC(=O)c2ccc4nc(C)[nH]c4c2)C3)n1 (centres undefined),27,-8,.
NC(=O)c1ccc(CSc2nnc(-c3ccccc3Cl)n2-c2ccc(F)cc2)cc1,8,-7,-6
Cc1noc(C)c1CN(C)CC(=O)Nc1ccccc1Cl,5,-6,-7
Cc1ccc(C(=O)CSc2nnc(NC(=O)c3cccc([N+](=O)[O-])c3)s2)c(C)c1,23,-3,-7
Cc1cnccc1NCCn1ccnc1-c1nc[nH]c1C,10,-2,-13
CCN1CCC(N(C)Cc2ncc(-c3cccs3)o2)CC1,1,-15,.
COc1ccc(C(=O)N[C@@H]2CCCCC2NC(=O)C2CCCN(C(=O)COc3ccccc3)C2)cc1 (some centres undefined),-1,-2,-5

# Reprinted at random: three entries already listed
SMILES,NPYLR7 ag,hcGAS lum,mcGAS inh
O=C(CCC1CCCC1)N1CCN(c2ncnc3c2nnn3Cc2ccccc2)CC1,-10,-6,-9
CCOCCOc1nc(-c2cccc(C(F)(F)F)c2)n(-c2ccc(NC(=O)COC)cc2)n1,1,-5,-6
CCCNC(=O)C(NC(=O)c1cccc(C)c1)C1CCN(S(=O)(=O)c2ccc(Cl)cc2)CC1 (centres undefined),-11,-2,-1

# Next compounds
SMILES,NPYLR7 ag,hcGAS lum,mcGAS inh
O=C(Nc1nncs1)c1ccc(C2CCCCC2)cc1,1,-17,.
CSc1ccc(CN(C)c2ncccc2C(N)=O)cc1,11,-5,.
CCOC(c1ccccc1)c1ccc2c(c1)CN(Cc1ccc(C#CC(C)(C)O)cc1)CCO2 (centres undefined),5,-1,-9
Cc1ccc(-n2cc(CNCCCN3CCCC3=O)c(-c3ccc(F)cc3)n2)cc1,0,0,-3
CCCNc1nc(SC)nc2c1cnn2CCNC(=O)CC(C)C,.,-6,-7
Cc1cc(C)n(-c2ccc([N+](=O)[O-])cc2[N+](=O)[O-])n1,4,-8,.
Cc1cccc(C(C)(C)CNC(=O)Cc2cc3ccccc3[nH]c2=O)c1,-5,-8,.
COc1cc(C(=O)N=Nc2c(O)[nH]c3c(C)c(C)ccc23)cc(OC)c1OC,-2,-8,-9
Cc1ccc(Cl)cc1NS(=O)(=O)c1cc2c3c(c1)CCN3C(=O)CC2,5,-4,.
c1coc(CN2CCN(C3CCCCCC3)CC2)c1,-4,2,.
COc1ccc(CN2CCC(C(=O)NC(c3ccc(F)cc3)c3ccc4ccccc4n3)CC2)cc1 (centres undefined),7,-3,-3
CCn1c(=O)[nH]c2cc(C(=O)NCCc3ccncc3)ccc2c1=O,-12,3,.
CC1CCC2C(CCCN2S(=O)(=O)c2c[nH]c(C(=O)N3CCCC3)c2)C1 (centres undefined),3,-8,.
CCOC(=O)C1(CCc2ccccc2)CCN(C(=O)c2cccc(C)n2)CC1,5&11,-8&-6,-10&-4
CC1(C)O[C@@H]2C[C@@](OCc3ccccc3)(C(=O)NCCCn3ccnc3)CC(OCC3CC3)[C@@H]2O1 (some centres undefined),18,-8,-6

# Shown with values under each structure: entries from further up.
# Value order – NPYLR7 ag | hcGAS lum | mcGAS inh
NC(=O)c1ccc(CSc2nnc(-c3ccccc3Cl)n2-c2ccc(F)cc2)cc1
  8 | -7 | -6
Cc1noc(C)c1CN(C)CC(=O)Nc1ccccc1Cl
  5 | -6 | -7
Cc1ccc(C(=O)CSc2nnc(NC(=O)c3cccc([N+](=O)[O-])c3)s2)c(C)c1
  23 | -3 | -7
Cc1cnccc1NCCn1ccnc1-c1nc[nH]c1C
  10 | -2 | -13
CCN1CCC(N(C)Cc2ncc(-c3cccs3)o2)CC1
  1 | -15 | .
COc1ccc(C(=O)N[C@@H]2CCCCC2NC(=O)C2CCCN(C(=O)COc3ccccc3)C2)cc1 (some centres undefined)
  -1 | -2 | -5
O=C(Nc1nncs1)c1ccc(C2CCCCC2)cc1
  1 | -17 | .
CSc1ccc(CN(C)c2ncccc2C(N)=O)cc1
  11 | -5 | .
CCOC(c1ccccc1)c1ccc2c(c1)CN(Cc1ccc(C#CC(C)(C)O)cc1)CCO2 (centres undefined)
  5 | -1 | -9
Cc1ccc(-n2cc(CNCCCN3CCCC3=O)c(-c3ccc(F)cc3)n2)cc1
  0 | 0 | -3
CCCNc1nc(SC)nc2c1cnn2CCNC(=O)CC(C)C
  . | -6 | -7
Cc1cc(C)n(-c2ccc([N+](=O)[O-])cc2[N+](=O)[O-])n1
  4 | -8 | .
Cc1cccc(C(C)(C)CNC(=O)Cc2cc3ccccc3[nH]c2=O)c1
  -5 | -8 | .
COc1cc(C(=O)N=Nc2c(O)[nH]c3c(C)c(C)ccc23)cc(OC)c1OC
  -2 | -8 | -9
Cc1ccc(Cl)cc1NS(=O)(=O)c1cc2c3c(c1)CCN3C(=O)CC2
  5 | -4 | .
c1coc(CN2CCN(C3CCCCCC3)CC2)c1
  -4 | 2 | .
COc1ccc(CN2CCC(C(=O)NC(c3ccc(F)cc3)c3ccc4ccccc4n3)CC2)cc1 (centres undefined)
  7 | -3 | -3
CCn1c(=O)[nH]c2cc(C(=O)NCCc3ccncc3)ccc2c1=O
  -12 | 3 | .

# Continued:
SMILES,NPYLR7 ag,hcGAS lum,mcGAS inh
O=C(CC(c1cccc([N+](=O)[O-])c1)c1c[nH]c2ccccc12)N1CCN(c2ccccc2F)CC1 (centres undefined),3,-1,-3
C=CCN1CCN(c2cc(Oc3ccccc3C)ncn2)CC1,7,-5,-5
Cc1cc(NC(=O)CSc2nnc(C)n2C2CCCCC2)no1,0,10,1
O=C(Cc1ccc(Cl)c(Cl)c1)NCCc1ccco1,3,-1,.
CCCCn1c(SCCOc2ccccc2C(C)=O)n[nH]c1=O,-1,-1,-4
Cn1c(CN2CCC(OCc3cccnc3)CC2)cc2ccccc21,-15,1,.
C=CCn1c(SCC(=O)N(CC)CC)nc2c([nH]c3ccccc32)c1=O,0,1,-6
COc1cccc(C(=O)Nc2c3c(nn2-c2ccc(C)cc2)CS(=O)(=O)C3)c1OC,-3,-2,.
O=C(Nc1cnns1)c1cccc(CN2CCN(CC3CCCO3)CC2)c1 (centres undefined),13,-5,.
O=C(c1ccc2ccccc2c1)C1CCCN(C(=O)c2ccccn2)C1 (centres undefined),6,-7,-12
CC1CCC(C)N1CCN1CCN(C(=O)Nc2cccc(F)c2)CC1 (centres undefined),8,-9,.
CC(=O)Nn1c(O)c(C2=c3cc(Br)ccc3=NC2=O)sc1=S,-6,0,2
Cc1ccccc1C1CCCN1CC(O)COCc1cccs1 (centres undefined),5,3,.
O=C(CCC(=O)NC1CCCC1)NC[C@H]1CCCC[C@H]1O,2,-3,.
CCc1c(C)nc(-n2nc(C)cc2NC(=O)c2ccc(F)c(F)c2)[nH]c1=O,10,-11,-8
CCOc1ccccc1N1CCN(C(=O)C2CCCC2)C(C)C1=O (centres undefined),-9,-1,1
NC(=O)c1c(NC(=O)CSc2nnnn2C2CC2)sc2c1CCC2,6,3,.
COc1cccc(C(=O)NCCn2ncc3c(N4CCCC4)nc(SC)nc32)c1,.,-6,-8
CCc1cc(Oc2ccc3c(c2)OCO3)nc(SCc2cccc(C(F)(F)F)c2)n1,17,-2,-4
O=C1CCCCCN1CC(=O)N1[C@H]2CCNC[C@@H]1CC2,.,-6,-4
CCCn1ccnc1CN(C)Cc1nc(-c2cccnc2)no1,2,1,1
O=C(CCc1cn2ccccc2n1)NCc1cn[nH]c1-c1ccc(F)cc1,7,1,.
CCC(=O)N1CCN(C(=O)c2ccc(Cl)nc2C)CC1,5,-5,.
O=C(c1cc(F)ccc1Cl)N1CC(=O)N2CCc3c(F)cccc3C2C1 (centres undefined),-1,-9,-7
COc1ccc(N2C(=O)C(c3c(C)[nH]n(-c4ccc(F)cc4)c3=O)=C([n+]3ccccc3)C2=O)cc1,6,2,0
Cc1nn(CC(=O)Nc2cc(C(F)(F)F)ccc2Cl)c(C)c1[N+](=O)[O-],16,-7,-5
CCCNC(=O)CC1Nc2cc(C)c(C)cc2NC1=O (centres undefined),-9,-5,-7
COc1cc(C(=O)N(C)c2nnc(C34CC5CC(CC(C5)C3)C4)s2)cc(OC)c1OC,-3,-6,-8
C=CCn1cc(CN2CCCC2c2c(C)noc2C)c(C)n1 (centres undefined),-4,-8,.
Cc1oc(-c2ccsc2)nc1CSc1n[nH]c(N)n1,9,-3,-12
O=C(O)c1ccccc1Nc1ccccc1,2&0,-5&-1,-3
Cc1csc(CNC(=O)c2cc(F)ccc2N2CCOCC2)n1,1,-2,.
CC1CN(Cc2nc(N)c3c4c(sc3n2)CCCC4)CC(C)O1 (centres undefined),-14,-7,.
CCOc1ccc(NC(=O)Cn2nc(SC)c(S(=O)(=O)c3ccc(C)cc3)c2N)cc1,-1,-2,-6
O=c1cc(COc2cccc(-c3nnc4n3CCCCC4)c2)nc2sccn12,3,-10,.
CNc1ncccc1C(=O)N1CCN(Cc2ccc(C)cc2)C(=O)C1C (centres undefined),2,-4,.
COCCn1cc(NC(=O)NC2CCCCC2C)c2ccccc21 (centres undefined),15,-17,.
CC1(C)CC(=O)C2=C(C1)CC1(C)CC(C)(C)CC2(O)C1 (centres undefined),-2,5,.
Cc1nc(N2CCC(C(=O)NCc3cnn(C)c3)CC2)nc2ccc(C(C)C)cc12,4,-6,-10
COCC(=O)Nc1c(C)nc2ccccn2c1=O,8,-14,.
COc1ccc(CN(C(=O)c2cccs2)C2CC2)cc1OS(C)(=O)=O,-5,-4,-4
Cc1cc(C)n(-c2ccccc2CN2CCCC(O)(CN(C)C)C2)n1 (centres undefined),0,0,-1
Cc1c(C)n2c3c(=O)n(CC(N)=O)c(=O)n(C)c3nc2n1-c1ccc(N(C)C)cc1,-3,-2,-9
COc1ccc(CCNC(=O)c2cc(-c3ccccc3Cl)nn2-c2ccc(F)cc2)cc1OC,0,-2,-6
CCCCN1CCCCC1CNC(=O)Nc1cccnc1 (centres undefined),8,-4,.
O=C(CN1CCN(S(=O)(=O)c2cc(C(F)(F)F)ccc2Cl)CC1)NC1CCCCCC1,-12,3,.
CCc1nn(-c2ccc(F)cc2)c(N2CCN(C(C)C)CC2)c1CN(CC(C)C)C(=O)c1ccc(F)cc1,-15,-2,-1
Nc1nnc(-c2ccc(Cl)cc2)o1,0,-11,.
CC12C=CC(O1)C1C(=O)N(c3cccc(C(=O)O)c3)C(=O)C12 (centres undefined),13,-3,-3
COc1cn2c(cc1=O)C(=O)N(CCNC(=O)c1c(F)cccc1Cl)CC2,-4,6,.
COc1cc2c(cc1OC)C1(CCCC1)CNC2CO (centres undefined),20,-9,-5
CCC(NC(=O)CCCCOc1cccc(C)c1)c1ccncc1 (centres undefined),-6,-11,-15
O=C(c1ccc(Cl)cc1F)N1CCC(OCCCc2ccccc2)C1 (centres undefined),1,6,.
O=c1oc2cc(OCCO)ccc2c2c1CCCC2,14,-6,.
O=C(O)C1CC2(CCNCC2)CN1Cc1ccc(-c2ccn[nH]2)o1 (centres undefined),4,-4,.
CC(=O)N1N=C(c2cccs2)CC1c1cccs1 (centres undefined),1,-6,-6
Cc1ncccc1C(=O)N1Cc2cnn(CCO)c2C1,18,-11,.
O=C(CC1CCCCC1)N1C[C@H]2C[C@H](C1)[C@H]1CCCC(=O)N1C2,.,4,-3
COc1ccc(OC)c(-c2cc(N)c(=O)n(Cc3ccncc3)n2)c1,-3,-3,.

# Screening results from PubChem BioAssay.
